Source: PubChem BioAssay (National Center for Advancing Translational Sciences (NCATS))
CXXC DNA block = inhibitors of human MLL CXXC domain-DNA interaction | Q03164 | MLL-CXXC / FITC-HOXA9 DNA fluorescence polarization | Potency, µM (highest dose often 115 µM), inactives show at the highest dose activity change, negative = inhibition, actives largely listed as inhibitors | hit rate 0.037% among 290,000; active means well fitted inhibition curve with a large enough effect in the polarisation, with a control signal flat, not every such curve was filed as active; inconclusive means small, poorly fitted or top-dose-only effect, or effect the other way, or a change in a side signal; inactive means no such curve, though single readings can be large or run the other way; the % refers to the polarisation; further: potency means the concentration at half of the fitted maximal effect
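Steps: dispense CXXC domain solution (7 uM) → pin compounds or unlabeled HOX-A9 DNA control → 5 min ambient → add FLSN-HOX-A9 solution (50 nM) → spin → 30 min ambient → fluorescence polarization. Tris pH 7.5/NaCl/DTT/BSA buffer.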
hERG WT inh = inhibitors of human wildtype KCNH2 potassium channel. U2OS, BacMam KCNH2, thallium flux FluxOr; stronger effect = lower value. activity change, % at 1.84 µM. hit rate 0.37% among 340,000. AID 720551;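 active means maximum activity change below -70%; inconclusive means maximum activity change between -70% and -50%; inactive means maximum activity change above -50%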; further: on the % scale 0 is the no-effect control and ±100 the full control effect
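U2OS cells transduced with wild-type KCNH2 virus are loaded with FluxOr dye for 45 min, and thallium flux is measured in kinetic reads before and after stimulation buffer. Rate constants are normalized to DMSO controls.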
BCR signal inh = chronic active BCR signaling inhibition. ABC-DLBCL IkBa-CBG/CBR reporter, luminescence ratio, 4 h. Potency, µM (highest dose often 46.1 µM), without a hit: at the highest dose ratio change, negative = lower green/red ratio, actives largely listed as inhibitors. hit rate 0.05% among 340,000. AID 493014; active means well fitted inhibition curve with a large enough effect in the signal ratio, with a control signal flat, not every such curve was filed as active; inconclusive means small, poorly fitted or top-dose-only effect, or effect the other way, or a change in a side signal; the % refers to the signal ratio;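 further: potency means the concentration at half of the fitted maximal effect; plate controls were basal doxycycline-induced cells for no effect and cells given 10 µM MG132 for full effect; MG132 reads +100%, hits lower the ratio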
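Doxycycline induced both beetle luciferases in TMD8 lymphoma cells; IKK-driven degradation limits the IkappaBalpha-fused green signal, while red luminescence normalises for cell number and nonspecific effects. Compounds tested up to 46 uM, 4 hrs.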
Giardia kill = kills Giardia lamblia. AID 540267. activity change, % at 7.66 µM, hits read low. Giardia lamblia trophozoite viability. hit rate 0.15% among 340,000; in the data active means activity change below about -80%; inconclusive means between about -30% and that limit;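 further: parasites exposed to compound for two days anaerobically before the ATP read; on the % scale 0 is the no-effect control and ±100 the full control effect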
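Viability, read as ATP luminescence: trophozoites at 100 cells/well, compound added, 48 hrs anaerobic at 37 deg C, then 15-30 min room-temperature development before reading.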
Coupling enz = coupling enzyme interference in Giardia aldolase counter-screen. coupling enzyme system counterscreen, AmpLite Red fluorescence. hit rate 0.67% among 290,000. activity change, negative = inhibition, % at 58.2 µM, hits read low; in the data active means activity change below about -30%; further: on the % scale 0 is the no-effect control and ±100 the full control effect
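Compounds tested against the coupling enzymes alone at 57.5 uM final; readout was AmpLite Red fluorescence (525/598 nm) after 20 min at RT.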
TCR activator = activates T cell receptor signaling. primary human leukocytes, anti-CD3, IL-2 HTRF, 48 h. Potency, µM (doses to about 9.22 µM), inactives show at the top dose activation of IL-2 secretion, most hits filed as activators. 330,000 tested, under 10 active. AID 504894; further: % of control where 0% means no effect
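Primary human leukocytes were stimulated with a-CD3 beads plus compounds for 48 hr without co-stimulation; secreted IL-2 was quantified by HTRF using a-IL-2-K (europium cryptate) and a-IL-2-d2, excited at 320nm with acceptor emission read at 665nm.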
Tb PFK inh = blocks T. brucei phosphofructokinase; Potency, µM (top dose mostly 57.5 µM), for the others: top-dose activity, negative = inhibition, hits mostly inhibitors; AID 485367; O15648; T. brucei PFK, ADP-Glo luminescence; hit rate 0.17% among 330,000;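 further: potency means the concentration at half of the fitted maximal effect; 0% = uninhibited 1x PFK enzyme wells and -100% = no-enzyme wells; nearly all actives have a fitted effect of over 60% in size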
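PFK 1.25 nM, F6P 0.5 mM, ATP 0.1 mM, 0.1 M TEA pH 8.0, 5 mM MgCl2, 0.01% Tween20, 0.1% BSA; 45 min RT. ADP-Glo readout. qHTS titration up to 57 uM; curves fitted, compounds curve-classed.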
AT treatment = potential ataxia-telangiectasia treatments restoring KAP-1 phosphorylation | hit rate 0.19% among 320,000 | […] A-T fibroblasts, KAP-1 phosphorylation AlphaLISA; neocarzinostatin DNA damage 30 min before lysis | AID 485349 | Potency, µM (highest dose often 57.5 µM), inactives show top-dose activation, hits mostly activators; further: potency means the concentration at half of the fitted maximal effect; % of control where 0% means no effect; nearly all actives have a fitted effect of over 45% in size
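ATM-like activity read as KAP-1 phosphorylation via AlphaLISA donor/acceptor antibody pairs after lysis and 6 hr at 25C. Cells were ATM-null patient fibroblasts ([…], hTERT), dosed 60 min, then exposed to the DSB inducer NCS for 30 min.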
GALK inh = blocks human galactokinase activity. Purified GALK, Kinase-Glo residual ATP luminescence. hit rate 0.007% among 270,000. Potency, µM (series often up to 57.5 µM), for inactives: at the highest dose activity change, negative = inhibition, actives largely listed as inhibitors; further: potency means the concentration at half of the fitted maximal effect; on the % scale 0 is the no-effect control and ±100 the full control effect
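Quantitative HTS: GALK 5 nM, ATP 35 uM, galactose 100 uM, 1 h room temperature, then luciferase-based ATP detection.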
TSHR antag = human thyrotropin receptor antagonism; hit rate 0.2% among 330,000; AID 504810; TSHR-expressing cells, TSH-stimulated cAMP HTRF, 2 h; stronger effect = lower value; activity change, negative = inhibition, % at 11.5 µM; P16473;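 active means activity change below a set negative limit, meaning inhibition stronger than a set level, cut at about -70% in these data; inconclusive means activity change between two set negative limits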; further: on the % scale 0 is the no-effect control and ±100 the full control effect
Target sequence (P16473 whole entry, looked up): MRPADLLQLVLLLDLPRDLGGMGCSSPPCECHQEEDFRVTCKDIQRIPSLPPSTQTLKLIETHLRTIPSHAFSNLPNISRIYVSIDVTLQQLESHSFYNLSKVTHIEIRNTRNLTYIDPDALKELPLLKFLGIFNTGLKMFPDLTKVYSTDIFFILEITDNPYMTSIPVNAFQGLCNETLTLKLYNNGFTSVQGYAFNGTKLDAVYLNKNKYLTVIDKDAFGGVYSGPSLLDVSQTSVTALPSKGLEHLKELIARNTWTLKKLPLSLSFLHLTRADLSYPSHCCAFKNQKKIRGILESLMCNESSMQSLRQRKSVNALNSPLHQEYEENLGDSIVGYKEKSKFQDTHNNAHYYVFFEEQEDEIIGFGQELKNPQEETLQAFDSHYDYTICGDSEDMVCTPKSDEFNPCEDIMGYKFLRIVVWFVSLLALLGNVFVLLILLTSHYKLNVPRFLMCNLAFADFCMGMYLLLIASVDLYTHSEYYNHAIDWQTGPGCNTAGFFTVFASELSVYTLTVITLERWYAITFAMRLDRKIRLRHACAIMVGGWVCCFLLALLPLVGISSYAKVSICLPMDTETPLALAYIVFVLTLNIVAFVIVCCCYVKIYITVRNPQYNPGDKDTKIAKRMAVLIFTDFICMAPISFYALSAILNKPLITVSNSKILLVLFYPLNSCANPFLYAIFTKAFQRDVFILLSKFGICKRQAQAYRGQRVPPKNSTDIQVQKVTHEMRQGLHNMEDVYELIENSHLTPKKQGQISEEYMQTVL
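TSHR-expressing cells, 200/well, pre-treated with compound, then stimulated with EC80 TSH (4nM final) for 2 hours at 37 deg C. cAMP measured by competitive HTRF: anti-cAMP cryptate antibody in lysis buffer plus cAMP-d2, read after 30 minutes at room temperature.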
* hit, by the source's call; ? = inconclusive; · = no result given; & = joins results of further samples; [ ] = dose if it differs, or a comment. Unless noted, the call rests on the fitted dose curve; in most records, active means well fitted curve in the direction sought with a large enough effect; inconclusive means small, poorly fitted or top-dose-only effect, or another doubt; inactive means no such curve, though single readings can be large; an effect the other way counts as inactive or inconclusive. Not a hit list; 1.6% or so of the library scored in one or more.

cpd | canonical_smiles | CXXC DNA block | hERG WT inh | BCR signal inh | Giardia kill | Coupling enz | TCR activator | Tb PFK inh | AT treatment | GALK inh | TSHR antag
1 | Cc1ccc(C)c2[nH]c(=O)c(C(c3nnnn3Cc3ccccc3)N3CCc4ccccc4C3)cc12 (stereo not drawn) | 12% | -1 | -16% | -5 | -29 | -2% | 0% | 2% | 0% | 19
2 | Cc1ccc(NC(=O)CCNS(=O)(=O)c2ccc3c(c2)CCC(=O)N3)cc1 | 2% | 23 | 3% | 14 | 0 | 8% | 3% | 5% | -3% | 2
3 | Cn1c(C(C#N)C2=C(Cl)C(=O)N(c3ccccc3)C2=O)nc2ccccc21 (stereo not drawn) | ? | · | ? | · | -20 | · | -28% | · | 3% | 0
4 | O=C(Oc1ccc(-c2cn3c(n2)SCC3)cc1)c1ccccc1 | 153%[activator] | -3 | -20% | 1 | 0 | 9% | 0% | 3% | 2% | -19
5 | Cc1cc(C)nc(CCNC(=O)CC2C(=O)NCCN2Cc2ccc(F)cc2Cl)n1 (stereo not drawn) | ? | 8 | 0% | 0 | 2 | 5% | 0% | 4% | 3% | 6
6 | COCCN(C(=O)c1ccc(-c2ccc([N+](=O)[O-])cc2)o1)c1c(N)n(CC(C)C)c(=O)[nH]c1=O | · | 4 | 9% | -13 | · | -5% | -2% | -1% | · | 1
7 | Cc1nnc(SCC(=O)N2CCOCC2)c2ccccc12 | -5% | -2 | ? | -3 | -1 | 4% | 3% | 6% | -2% | -9
8 | CCC1(C)NC(=O)N(/N=C/c2cc(OC)c(O)c(OC)c2)C1=O (stereo not drawn) | 3% | -23 | -4% | 6 | -1 | -5% | 3% | -2% | 7% | -4
9 | Cc1cccc2cc3c(N)c(C(=O)N4CCOCC4)sc3nc12 | 4% | 12 | ? | -7 | 0 | -1% | 0% | 5% | -1% | -11
10 | COc1ccc(C2=NS(=O)(=O)N(C)C(C(=O)NCc3ccc4c(c3)OCO4)=C2)cc1 | · | -3 | 5% | 1 | -3 | 2% | 2% | -3% | · | -11
11 | COc1cccc(C(=O)OCC(=O)c2ccc(Br)s2)c1OC | · | 7 | ? | -8 | · | -7% | 0% | -7% | · | 16
12 | COc1ccc(OCC(=O)N2N=C(C(F)F)CC2(O)C(F)F)cc1 (stereo not drawn) | -3% | 2 | ? | 23 | 1 | -1%[46.1 µM] | 0% | -13% | 1% | 1
13 | C1CCN(c2nc(N3CCCC3)nc(N3CCNCC3)n2)C1 | 17% | · | 1% | · | 3 | · | 1% | 2% | 4% | 20
14 | COc1ccc(-c2[nH]ncc2CN(C)Cc2cnccn2)c(OC)c1 | -9% | -14 | 2% | -10 | -1 | · | 0% | 7% | -2% | -2
15 | Cc1noc(C)c1CCC(=O)NC1CCCN(Cc2ccc(Cl)cc2)C1 (stereo not drawn) | 24% | 27 | -1% | 16 | · | 1% | -2% | 4% | 4% | -7
16 | OCc1nc2c(ccc3ccccc32)[nH]1 | 11% | -11 | -4% | -8 | 4 | -4% | -5% | 0% | 3% | -2
17 | CC(C)(C)c1cc(NC(=O)NN2CCOCC2)nn1-c1c(Cl)cc(Cl)cc1Cl | -2% | -3 | 4% | 21 | -4 | 13% | 3% | 2% | 0% | 14
18 | CCCCn1c(-c2ccc([N+](=O)[O-])cc2)n[nH]c1=S | -15% | 3 | ? | -21 | 9 | 9% | -6% | 0% | 2% | -1
19 | COc1cccc(C(=O)NNC(=O)c2ccccc2Br)c1 | 4% | -9 | ? | -6 | 4 | 0% | -2% | -5% | -3% | 4
20 | COc1ccc(-c2coc3cc(OC)cc(OC)c3c2=O)cc1 | -5% | 2 | ? | 9 | 2&1 | -2% | 3% | -18% | -2% | 5
21 | Cc1ccc(CSc2nnc(CNc3ccc(F)cc3)o2)cc1 | -6% | 14 | -4% | 0 | 1 | 2% | -11% | 2% | -1% | -6
22 | CCOc1cc(/C=C2/C(=O)ON=C2C)ccc1OCc1ccccc1 | 0% | 5 | ? | 3 | 5 | · | -10% | -1% | 1% | 40
23 | Cc1cc(=O)oc2cc(NC(=O)Cc3ccccc3[N+](=O)[O-])ccc12 | 2% | -2 | 0% | 18 | 2 | · | -1% | 1% | 3% | -11
24 | Cc1cc(C)nc(N2CCC(C(=O)NCc3ccco3)CC2)n1 | 4% | -9 | 1% | 18 | 2 | -6% | -2% | 0% | 8% | 1
25 | Cc1cc(C(=O)CSc2ccc(Cl)cc2)cc(C)c1OC(=S)N(C)C | 6% | -3 | 7% | 11 | 0 | 1% | -1% | · | 0% | -9
26 | Cn1cccc1-c1nc2ccccc2n1Cc1ccccc1 | 2% | 0 | 15% | -20 | 1 | 2% | -9% | -1% | -1% | -14
27 | O=C(COC(=O)c1cccc(OC(F)F)c1)Nc1ncccn1 | · | 25 | 6% | -8 | · | -6% | -18% | 24% | · | 20
28 | COc1cc(/C(C)=N/NC(=O)CSc2nncn2C)ccc1OCc1ccccc1Cl | -2% | -2 | -8% | -6 | 3 | -9%[46.1 µM] | -7% | -7% | 1% | -4
29 | COc1ccc(C(=O)NNC2CC(=O)N(Cc3ccc(Cl)cc3)C2=O)cc1OC (stereo not drawn) | 15% | -32 | 7% | -5 | 2 | 8%[46.1 µM] | 0% | -22% | 0% | 24
30 | OCCNCCCCOc1ccccc1F | -6% | 12 | 7% | -2 | 1 | · | 0% | 1% | 4% | -1
31 | O=C(Nc1ccnn1C1CCN(CCCC2CCCC2)CC1)c1ccccc1 | 0% | ? | -2% | 12 | 0 | 2% | -5% | 2% | 8% | 7
32 | CCOC(=O)c1ccc(-c2ccc3c(c2)CCC3)nc1C | -1% | 4 | ? | -4 | 1 | 2% | 3% | ? | 0% | -4
33 | O=C(CSc1nnc(-c2ccccc2)o1)NCC1CCCCC1 | -11% | -2 | -1% | -10 | 0 | · | 1% | 1% | 2% | 13
34 | O=c1ccn(-c2cccc(C(F)(F)F)c2)nc1-c1ccn(-c2ccccc2F)n1 | 8% | -2 | -2% | 0 | -43* | -2% | 3% | 1% | 2% | -11
35 | Cc1ccc(OCc2cc(C(=O)N3CCN(C4CCCC4)CC3)no2)cc1C | 41%[activator] | 21 | 1% | 22 | · | -3% | 1% | -8% | -8% | 5
36 | CCOc1ccc(Nc2nc(NCC(=O)O)nc(N)c2[N+](=O)[O-])cc1 | -6% | -1 | 2% | -5 | 1 | -33% | 2% | 3% | · | 8
37 | Cc1ccc(-c2nnc(COC(=O)c3cc(=O)[nH]c4ccccc34)o2)cc1 | 4% | 18 | -4% | -9 | 1 | 4% | 2% | -2% | -1% | -1
38 | CCOC(=O)C1CN(S(=O)(=O)c2ccc(OC)cc2)c2cc(S(=O)(=O)CC)ccc2O1 (stereo not drawn) | 0% | 12 | 5% | 3 | 2 | -1% | -1% | 0% | -3% | 12
39 | CC(C)N1C2OC(C3OC4C(O3)N(C(C)C)S(=O)(=O)N4C(C)C)OC2N(C(C)C)S1(=O)=O (stereo not drawn) | 3% | 2 | ? | 19 | 3 | -6% | 0% | 0% | -2% | -4
40 | Fc1ccc(CNc2ccc(CNc3ncn[nH]3)cc2)cc1 | -3% | -3 | 1% | -20 | 1 | 2% | -29% | 14% | 2% | 3
41 | CCCCc1c(O)nc2n(c1=O)CCS2 | -7% | -24 | ? | 6 | -3 | -1% | -1% | -7% | -2% | -4
42 | O=C(COC(=O)c1cccc(N2C(=O)C3CC=CCC3C2=O)c1)c1ccccc1 (stereo not drawn) | -2% | -10 | ? | ? | 1 | -3% | 3% | 9% | 0% | -8
43 | Cc1ccccc1N1CCN(C(=O)C2CCCCC2)CC1 | -4% | -1 | -2% | 8 | 0 | 3% | 0% | 2% | -3% | -7
44 | Cc1c2c(nc3nc4ccccc4n13)CCCC2=O | 0% | · | 2% | · | 2 | · | 1% | 2% | 3% | -4
45 | Cc1cccc(N=C2N=C(N)c3ccccc32)c1 | 3% | 6 | 0% | 0 | -1 | -3% | -2% | 33% | -4% | -10
46 | COc1cc(CC(=O)OCC(=O)c2ccc(F)cc2)cc(OC)c1OC | · | -6 | 3% | 7 | · | -6%[46.1 µM] | 0% | 1% | · | -2
47 | Cc1[nH]c2ccc(Br)cc2c(=O)c1CN1CCCCCC1 | ? | 29 | 4% | 2 | 0 | -7% | 7% | -10% | 4% | 1
48 | Cc1ccc(C(=O)NC(=S)NCc2ccco2)cc1 | 11% | -7 | 11% | 11 | 3 | 6% | -2% | 2% | 10% | 5
49 | Cc1cc(C)nc(SCCN2CCOCC2)n1 | 4% | -2 | -27% | -23 | -3 | 1% | -4% | 3% | -1% | 6
50 | Cc1nc2sc(C(c3ccc(Cl)cc3)N3CCOCC3)c(O)n2n1 (stereo not drawn) | -2% | 1 | -4% | 15 | 3 | 4% | 2% | 1% | 0% | -5
51 | CCN(CC)CCNC(=O)CCCCCn1c(=O)[nH]c2cc(C(=O)OC)ccc2c1=O | -7% | -9 | ? | 3 | 0 | 2% | 3% | 5% | 0% | -5
